# NOD2 inhibition: inhibition of NOD2-driven NF-kB reporter – cell-based, luminescence, uHTS, HEK293 (AID 1566). 290,000 compounds, 0.63% hits. HEK293 NOD2/NF-kB luciferase reporter, luminescence; higher % means a stronger effect. inhibition, % at 4 µM; hits with a dose series show EC50 in µM; in the data active = inhibition above about 50%; also: many of its hits are not listed in these tables
# P. falciparum M17LAP: P. falciparum M17LAP inhibitors, primary screen, biochemical, fluorogenic H-Leu-NHMec substrate, 1536-well (AID 1619); inhibition, % at 30 µM; hits with a dose series show IC50 in µM; 220,000 compounds, 0.38% hits; recombinant M17LAP, H-Leu-NHMec fluorogenic kinetic assay; higher % means a stronger effect;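 active = compound inhibiting the enzyme by more than half at any dose during confirmatory dose-response retesting; inconclusive = strong single-dose inhibitors picked by rank but not retested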;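 also: plate controls were full reaction with DMSO carrier for no effect and no enzyme background for full effect; strong numbers were not always called active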
# MT stabilize HCS: stabilizes microtubules in HeLa cells. 200,000 compounds, 0.83% hits. % tubulin-high responders, % at 10 µM. HeLa tubulin immunostaining HCS, 24 h; share of cells brighter than vehicle mean+2SD;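 active = plate Z-score above 3 for both tubulin-high and condensed-nucleus cell shares, with cell loss under 80%, at 10 µM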;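 also: anti alpha tubulin signal scored within the nucleus-defined area of each cell; some results filed as inactive read as strong as hits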
# Yfh1-depleted yeast: enhancers of respiration in Yfh1-depleted yeast, dose response, Friedreich's ataxia, plus single-dose screen (AID 1465); S. cerevisiae Yfh1-off respiration, WST-1 reduction, 72 h; higher fold induction means a stronger effect; fold induction at 50 µM; hits with a dose series show EC50 in µM; 220,000 compounds, 0.074% hits;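 active = fold induction of absorbance versus untreated yeast above a set limit, then at least 30% activation at any dose in follow-up; inconclusive = repeats straddling the limit, or above it without dose testing; inactive = fold induction below the set limit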;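 also: activators that raise dye reduction in frataxin-depleted yeast; strong numbers were not always called active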
# NOD1 NF-kB reporter: NOD1 signaling inhibitors, primary screen, cell-based, luminescence, uHTS (AID 1578); 290,000 compounds, 1% hits; inhibition, % at 4 µM; hits with a dose series show EC50 in µM; NOD1-driven NF-kB luciferase reporter cells, luminescence; higher % means a stronger effect; in the data active = inhibition mostly above about 36%, no sharp cut-off; inactive = mostly below about 34%;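 also: HEK-293T reporter cells stimulated with the NOD1 agonist gamma-tri-DAP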
# Insulin prom up: MIN6 insulin promoter up-regulation. MIN6 insulin promoter-GFP reporter, high-content imaging; active compounds read high. z-score at 5 µM. 190,000 compounds, 0.3% hits. AID 1625;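 active = z-score above 3 at 5 µM with at least 500 cells counted in the well; inconclusive = wells under 500 cells, flagged as cytotoxic or low count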
# Autophagy HCS: autophagy modulation, high-content screen; AID 463193; calls only at 10 µM (by protocol); 190,000 compounds, 0.98% hits; MEF GFP-LC3 puncta imaging; test concentration mostly 10 µM;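 active = percentage of spot-positive cells more than 3 SD above its plate mean, without a fluorescence outlier flag or 80% toxicity; inconclusive = no clear call, values can overlap the other calls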;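 also: spot-positive cell cutoff set from DMSO-treated cells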
# bCat nuc transl: modulators of beta-catenin nuclear translocation; 190,000 compounds, 0.3% hits; HeLa beta-catenin nuclear translocation, immunofluorescence imaging; nuclear translocation activity, % at 5 µM;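 active = nuclear translocation activity above 50% at 5 µM, with a well cell count of 50 or more; inconclusive = wells under 50 cells across six images, flagged as toxic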;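 also: per-cell ratio of nuclear to cytoplasmic median beta-catenin stain intensity; plate controls were DMSO negative control for no effect and GSK-3 inhibitor IX positive control for full effect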
#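 assay system = human HeLa cells, endogenous beta-catenin | times = compound treatment 24 h, 37°C, 5% CO2 | detection = Anti-beta-catenin immunofluorescence on PFA-fixed, Triton-permeabilized cells, DAPI nuclei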
# Dynein transport: blocks dynein driven cargo transport along microtubules; 220,000 compounds, 0.47% hits; 3617.4 mouse cells, GR-EGFP nuclear translocation imaging; test concentration mostly 20 µM; stimulated with dexamethasone, 1 µM; active compounds read low; z-score, hits read low;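 active = plate z-score of nuclear minus cytoplasmic receptor signal below a set negative limit, without overly bright fluorescence or cell loss, cut at about -3.5 in these data, passing the limit was not always enough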;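 also: z-score of nuclear minus cytoplasmic ring GR-EGFP intensity difference per well; some compounds called inactive have numbers as strong as hits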
#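 Buffer or medium: tet-free, stripped-serum medium; reagent: dexamethasone at 1.0 µM final, 30 min; incubation: 48 h induction, 1 h compound, 30 min dex at 37 °C; measured by: formaldehyde fixation, Hoechst nuclear stain, 10x automated fluorescence imaging; read-out: nuclear-to-cytoplasmic GR-EGFP distribution per well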
# Dynein transport cytoplasmic EGFP: further read-out of Dynein transport, marked with its call; z-score; measured here: cytoplasmic GR-EGFP intensity; active compounds read high
# Dynein transport nuclear GR-EGFP: second read-out of Dynein transport, no call of its own (marks repeat the call); z-score; measured here: nuclear GR-EGFP intensity;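 lower value marks the stronger effect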
# Dynein transport cell count: recorded beside Dynein transport, whose call it bears; z-score; measured here: cell count per field
# Insulin prom up cell count: second read-out of Insulin prom up, no call of its own (marks repeat the call); cell count; measured here: cytotoxicity, nuclei count;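 total cells summed across four imaged fields per well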
# bCat nuc transl cell count 5 µM: second read-out of bCat nuc transl, no call of its own (marks repeat the call); cell count; measured here: cell count, cytotoxicity flag
# MT stabilize HCS Hoechst-high %: further read-out of MT stabilize HCS, marked with its call; % Hoechst-high responders; measured here: nuclear condensation Hoechst responders;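 share of cells brighter than vehicle mean plus two SD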
# MT stabilize HCS cytotoxicity %: also measured in MT stabilize HCS; calls as there; toxicity, %; measured here: cytotoxicity by cell density;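 0% = mean cell density of plate MIN control wells and 100% = no cells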
# Autophagy HCS cell loss 18 h: also measured in Autophagy HCS; calls as there; toxicity, %; measured here: cell loss, nuclei count;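 cell loss after 18 h compound exposure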
# Active calls of the source: *; i = inactive; ? = inconclusive; nt = no result given.
SMILES,NOD2 inhibition,P. falciparum M17LAP,MT stabilize HCS,MT stabilize HCS Hoechst-high %,MT stabilize HCS cytotoxicity %,Yfh1-depleted yeast,NOD1 NF-kB reporter,Insulin prom up,Insulin prom up cell count,Autophagy HCS,Autophagy HCS cell loss 18 h,bCat nuc transl,bCat nuc transl cell count 5 µM,Dynein transport,Dynein transport cytoplasmic EGFP,Dynein transport nuclear GR-EGFP,Dynein transport cell count
COC(=O)c1c(NC(=O)C2COc3ccccc3O2)sc2c1CCN(C(C)=O)C2 (stereo not given),32%,-8%,3.1,4.5,6.0,i,1%,-0.92,1153,i,2,1.4,941,-0.78,0.55,-0.56,0.93
Cc1ccnc(N2CCC(C(=O)NNC(=O)c3ccccc3)CC2)n1,16%,6%,1.4,1.4,4.4,i,7%,-0.35,1594,i,2,1.0,1304,0.72,-0.2,0.056,0.2
Cc1cccc(NC(=O)CSc2nnc(NC(=O)c3ccc(S(=O)(=O)N4CCOCC4)cc3)s2)c1C,-14%,8%,4.2,4.9,8.7,i,-41%,-0.99,1123,i,-9,-3.9,549,1.7,-0.16,0.54,-1.6
CNC(=S)N(CCc1ccc(S(N)(=O)=O)cc1)C1CC(=O)N(c2ccccc2F)C1=O (stereo not given),6%,10%,3.3,1.4,7.2,i,-14%,1.5,1580,i,-5,-1.6,937,-0.032,-0.26,0.031,0.75
COc1ccc(NC(=O)CSc2nnc3ccc(-c4ccncc4)nn23)cc1OC,0%,7%,2.2,2.1,11,i,-32%,0.03,1239,i,10,1.7,1063,0.13,-0.27,-0.28,0.39
CC(CCc1ccco1)NC(=O)CSc1cc(=O)n(C)c2ccccc12 (stereo not given),12%,3%,3.4,2.2,7.5,i,-21%,-0.37,1028,i,25,-3.1,1025,0.021,0.062,0.22,0.054
COc1cc(C(=O)OCC(=O)N2CCCC2)cc(OC)c1OC,5%,11%,1.9,1.0,1.1,i,-2%,nt,nt,i,-11,3.3,992,-0.23,-0.37,0.13,0.11
O=C(/C=C/c1cccc([N+](=O)[O-])c1)Nc1cc(C(=O)O)cc(C(=O)O)c1,11%,5%,2.0,1.5,1.2,i,26%,1.2,1120,i,7,-1.5,1072,0.21,-0.27,-0.053,0.57
O=S(=O)(CCCc1ccccc1)c1ncn[nH]1,4%,-5%,2.8,1.8,12,i,-1%,-0.58,1012,i,-19,0.4,1124,-1.1,-0.31,-0.22,-0.036
Cc1ccc(S(=O)(=O)Cc2csc(N)n2)cc1,2%,-1%,5.9,2.5,9.8,i,-6%,0.02,1260,i,13,-0.1,1148,-1.1,-0.2,-0.44,0.41
COc1ccc(-c2c(C)nn3c(N)c(C#N)cnc23)cc1OC,-96%,1%,4.9,4.0,3.2,i,-2%,-0.17,1485,i,8,2.9,823,-0.29,-0.34,0.029,0.89
O=C(O)c1cccc(Nc2cc(Cl)c3nonc3c2[N+](=O)[O-])c1,6%,-40%,4.9,1.5,15,?,-42%,0.35,1118,i,12,1.2,1080,0.094,-0.35,-0.55,2.1
CC(NC(=O)Cc1cccs1)C(c1cccs1)N1CCN(c2ccccc2F)CC1 (stereo not given),8%,16%,3.0,2.5,12,i,11%,-0.92,1271,i,12,2.2,1383,0.14,-0.32,0.24,-0.48
CN(C)c1nc2n(c(=O)n1)CCO2,5%,7%,7.5,2.7,17,i,-18%,0.13,1571,i,14,-1.4,1386,0.69,-0.41,0.66,0.33
COc1ccc(NC(=S)N2CCCC2c2ccc(OC)c(OC)c2)cc1 (stereo not given),0%,-7%,1.7,1.3,0.6,i,-2%,-0.35,1348,i,-14,1.0,1126,-0.42,-0.29,0.0056,0.18
Cc1cc(N2CCN(S(=O)(=O)c3ccc(C)c(C)c3)CC2)c2ccccc2n1,19%,2%,2.6,1.7,8.5,i,23%,nt,nt,i,-1,nt,nt,1.2,0.19,0.6,-1.3
COC(=O)c1ccc(Nc2cc(C)nc3ccccc23)cc1,-15%,7%,nt,nt,nt,i,-5%,-1.7,1289,nt,nt,79*,377*,-1.8,2.3,-0.61,-4.5
CC(C)OC(=O)c1c(NC(=O)CCC(=O)O)sc2c1CCCCC2,30%,30%,3.9,1.9,0.1,i,-26%,-0.59,1306,i,10,nt,nt,1,-0.4,0.71,0.69
c1ccc(-c2nnc(SCc3nnc(-c4cccs4)o3)o2)cc1,-14%,10%,0.8,0.9,7.2,i,-20%,1.3,869,i,-5,-5.9,1152,0.38,-0.17,0.33,-0.28
CCOC(=O)c1[nH]c(C)c(C(=O)Nc2ccc(C)c(F)c2)c1C,2%,-1%,35,13,64,i,nt,0.64,1595,i,-5,2.3,982,0.67,-0.16,0.82,-0.22
Cc1csc(NC(=O)C2=NN(c3ccccc3)C(=O)CC2)n1,-1%,18%,2.7,1.5,8.9,i,-35%,0.92,1525,i,12,-2.8,968,0.25,0.45,0.43,0.53
C/C(=N\NS(=O)(=O)c1ccc(C)c([N+](=O)[O-])c1)c1cc2ccccc2o1,-4%,27%,1.8,1.5,6.8,i,8%,-0.01,875,i,1,-4.1,1222,-0.33,-0.22,0.49,0.67
COc1ccc(/C=N/n2c(C)nc3c([nH]c4ccccc43)c2=O)cc1CN1CCCC(C)(C)C1,14%,-1%,nt,nt,nt,i,3%,nt,nt,nt,nt,-1.1,1301,-0.25,-0.12,-0.21,-0.086
O=C(Nc1nnc(Cc2ccccc2)s1)c1cnccn1,7%,4%,2.9,2.4,7.9,i,-21%,0.26,1432,i,14,0.6,1476,0.055,-0.29,0.032,0.47
OCCNC(=S)Nc1cc(Cl)cc(Cl)c1,-3%,-8%,nt,nt,nt,i,-3%,-0.23,1331,nt,nt,0.6,997,0.43,-0.27,0.3,0.38
COC(=O)C(C(=O)OC)C(C(=O)OC)C(C(=O)OC)C(=O)OC,16%,4%,3.9,3.0,5.7,i,-12%,-0.03,1131,i,1,3.8,974,-1,-0.24,-0.53,0.91
CCc1cccc(NC(=O)Cn2c3[n+](c4ccc(C(F)(F)F)cc42)CCCCC3)c1,10%,3%,3.5,2.0,0.6,i,-20%,-0.02,1168,i,-2,-4.5,553,-0.1,-0.31,-0.43,0.35
Cc1ccc(-c2ccc(CO)o2)cc1N,-1%,-8%,4.2,2.0,3.3,i,-26%,-0.66,1341,i,8,-1.7,1069,0.075,0.059,0.17,-0.0029
O=C(Nc1ccc(F)cc1)c1ccccc1,-29%,12%,1.0,1.9,7.3,i,-12%,0.77,743,i,-7,nt,nt,-0.26,-0.094,0.19,-0.15
Clc1ccc(-c2nc3n(n2)Cc2ccccc2-3)cc1,-152%,6%,3.4,1.8,4.5,i,-7%,nt,nt,i,4,0.5,532,1.4,-0.066,0.67,-2.1
O=C(NNC(=O)C1CC2CCC1C2)c1sc2ccccc2c1Cl (stereo not given),-22%,68µM*,2.4,3.6,0.6,i,-24%,0.17,1304,i,-5,1.8,1046,1.4,0.013,0.91,-1.4
CCC(CO)NCc1ccc2c(c1)n(C)c(=O)n2C (stereo not given),5%,6%,2.9,2.9,7.1,i,-4%,0.6,1194,i,-11,-0.7,1113,-0.42,-0.22,0.22,0.78
Cc1cc(NC(=O)CN2CCOCC2)n(-c2nc3ccccc3s2)n1,-7%,-2%,2.3,1.3,5.8,i,-24%,0.02,1229,i,-16,-4.4,1241,-0.078,-0.22,0.056,0.72
O=c1c2ccccc2c(C=Nc2cccc(S(=O)(=O)NC3=NCCCCC3)c2)c(O)n1Cc1ccccc1,-13%,-2%,nt,nt,nt,i,-6%,-0.12,1054,nt,nt,-0.5,1335,0.42,-0.28,0.28,-0.086
Cc1oc(-c2ccccc2)cc1C(=O)Nc1ccccc1,-22%,14%,1.7,1.0,4.7,i,-11%,1.2,819,i,-12,1.9,1138,-0.55,0.73,0.017,0.69
COc1ccc(NC(=O)c2sccc2-n2cccc2)cc1,12%,-1%,2.7,1.6,4.0,i,-23%,0.11,1283,i,0,-3.1,1123,-0.12,-0.27,0.1,-0.28
Cc1sc2nc(CSCC(=O)Nc3ccccc3C#N)[nH]c(=O)c2c1C,-1%,3%,2.1,2.8,10,i,-19%,-0.02,1428,i,-10,0.2,1053,-0.47,-0.08,-0.21,1.1
CC(C)CCNC(=O)NC(=O)COC(=O)C1=COCCO1,10%,-1%,2.6,2.4,5.5,i,-18%,nt,nt,i,-20,-3.1,1215,-0.058,-0.2,0.071,0.25

# 2 entries from above, set out differently:
SMILES | NOD2 inhibition | P. falciparum M17LAP | MT stabilize HCS | MT stabilize HCS Hoechst-high % | MT stabilize HCS cytotoxicity % | Yfh1-depleted yeast | NOD1 NF-kB reporter | Insulin prom up | Insulin prom up cell count | Autophagy HCS | Autophagy HCS cell loss 18 h | bCat nuc transl | bCat nuc transl cell count 5 µM | Dynein transport | Dynein transport cytoplasmic EGFP | Dynein transport nuclear GR-EGFP | Dynein transport cell count
O=c1c2ccccc2c(C=Nc2cccc(S(=O)(=O)NC3=NCCCCC3)c2)c(O)n1Cc1ccccc1 | -13% | -2% | nt | nt | nt | i | -6% | -0.12 | 1054 | nt | nt | -0.5 | 1335 | 0.42 | -0.28 | 0.28 | -0.086
Cc1oc(-c2ccccc2)cc1C(=O)Nc1ccccc1 | -22% | 14% | 1.7 | 1.0 | 4.7 | i | -11% | 1.2 | 819 | i | -12 | 1.9 | 1138 | -0.55 | 0.73 | 0.017 | 0.69

# Screening data as filed in PubChem.

# This is a subset, so the mix of outcomes need not match the whole.
